FXIa single inh: blocks human coagulation factor XIa activity | purified human FXIa, fluorogenic AMC substrate cleavage | inhibition, % at 10 µM | 33,000 tested, 0.3% active;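 active means inhibition above 40% in the primary screen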;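 further: 0% = enzyme without compound and 100% = blank wells lacking enzyme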
Target sequence (P03951 19-387 limits assumed): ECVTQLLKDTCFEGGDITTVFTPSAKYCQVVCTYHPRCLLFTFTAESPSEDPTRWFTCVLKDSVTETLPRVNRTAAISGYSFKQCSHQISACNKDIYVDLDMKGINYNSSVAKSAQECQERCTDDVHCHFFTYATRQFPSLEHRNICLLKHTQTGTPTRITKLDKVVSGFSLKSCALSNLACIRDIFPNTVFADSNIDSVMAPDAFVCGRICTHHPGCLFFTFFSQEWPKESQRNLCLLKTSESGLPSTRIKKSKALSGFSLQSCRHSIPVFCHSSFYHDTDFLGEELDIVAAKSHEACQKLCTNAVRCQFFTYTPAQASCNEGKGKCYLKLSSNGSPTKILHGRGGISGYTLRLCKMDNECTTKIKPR
Target sequence (P03951 388-625 limits assumed): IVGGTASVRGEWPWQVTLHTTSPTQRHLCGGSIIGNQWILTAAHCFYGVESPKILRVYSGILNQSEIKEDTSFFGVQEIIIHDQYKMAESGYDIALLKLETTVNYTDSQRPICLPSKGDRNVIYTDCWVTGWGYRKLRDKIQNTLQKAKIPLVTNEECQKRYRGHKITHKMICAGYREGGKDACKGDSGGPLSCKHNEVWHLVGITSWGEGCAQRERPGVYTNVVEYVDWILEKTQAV
FXIIa inh: blocks human coagulation factor XIIa activity; purified human FXIIa, AMC substrate fluorescence, 2 h; 33,000 tested, 0.2% active; P00748; inhibition, % at 10 µM; in the data active means inhibition above about 30%;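 further: 0% = enzyme with vehicle only and 100% = no enzyme blank; many of its hits are not listed in these tables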
The depositor's hits bear a star. An excerpt; rates above refer to the full screens.

SMILES | FXIa single inh | FXIIa inh
CC(=O)Oc1ccc(N(C(C)=O)S(=O)(=O)c2cccs2)c2ccccc12 | -2 | 14
COCCNC(=O)c1cc2oc3ccccc3c2n1C | 27 | -15
COc1ccc(-n2c(SCC(=O)Nc3ccccc3)nc3c(c2=O)SCC3)cc1 | 6 | 8
CCOc1ccc(-c2[nH]ncc2-c2ccc(OC)c(OC)c2)c(O)c1 | 0 | 8
COc1ccc(OC(=O)Nc2ccccc2)cc1 | -10 | 7
CCN(CC)C(=O)c1sc(N)c(C(=O)OC(C)C)c1C | -6 | 9
CC(C)c1nc(SCC(=O)Nc2ccc3c(c2)OCO3)n[nH]1 | -7 | 7
Cc1cccc(C)c1NC(=O)Cn1cnc2c(=O)n(C)c(=O)n(C)c21 | 0 | 4
O=C(Cn1cnc2c(nnn2Cc2ccc(F)cc2)c1=O)N1CCCc2ccccc21 | -1 | -2
COC(=O)C1CCN(CC(=O)Nc2sc3c(c2C#N)CCC3)CC1 | -10 | 6
COc1cccc(N2CCN(c3ncnc4c3[nH]c3ccc(F)cc34)CC2C)c1 (configuration not stated) | -1 | -2
CCOC(=O)C(C)Oc1c(Br)cc(C2NC(=O)NC(C)=C2C(C)=O)cc1OCC (configuration not stated) | 1 | 4
CCN1CCN(CCNC(=O)CSCc2nc(-c3ccc(OC)c(OC)c3)oc2C)CC1 | 9 | 7
CC(=O)OC(C#CCN1CCOCC1)c1ccccc1 (configuration not stated) | 3 | 3
Cc1cc(C)n(CC(=O)Nc2ccccc2)n1 | 8 | 4
CCCCC(=O)Nc1nnn(CCC)n1 | 0 | 3
CN(C)S(=O)(=O)c1c(Cl)cccc1Cl | -2 | 14
CCCCOP(=O)(OCCCC)C1(NS(=O)(=O)c2ccccc2)C=CC(=O)c2ccccc21 (configuration not stated) | -6 | 9
O=C(Nc1nnc(Cc2ccc(Cl)cc2)s1)c1ccco1 | 0 | 9
CCOc1c(S(=O)(=O)N2CCCC2)ccc(Cl)c1Cl | -4 | 3
CC(=O)N1c2c(cc(Br)cc2S(=O)(=O)NCc2ccc3c(c2)OCO3)CC1C (configuration not stated) | -8 | 2
Cc1ccc(S(=O)(=O)CCc2ccccn2)cc1 | 0 | 7
O=C(NCCc1ccccc1)C1CCCN(S(=O)(=O)c2cccc3nonc23)C1 (configuration not stated) | -7 | 6
COCc1nnc(NC(=O)CCSc2ccccc2)s1 | -1 | 9
Cc1ccccc1SCC(=O)Nc1cccc(C#N)c1 | 18 | -10
Cc1cc(N2CCC(C(=O)NC3CCCCC3)CC2)nc(-c2ccccc2)n1 | -1 | -12
O=c1c2c3c(sc2ncn1/N=C/c1ccccc1)CCCC3 | 0 | 8
COc1ccc2cc(CN(CCc3ccccc3)Cc3nnnn3CC3CCCO3)c(=O)[nH]c2c1 (configuration not stated) | 5 | 3
CCOC(=O)C1(C(=O)O)NC(=O)CC1c1ccccc1 (configuration not stated) | -10 | 5
CC(C)(C)c1cc(NC(=O)CCSc2nnc3ccccn23)cc(C(C)(C)C)c1 | 2 | -4

Single values from the results shown.
CC(C)(C)c1cc(NC(=O)CCSc2nnc3ccccn23)cc(C(C)(C)C)c1 @ FXIIa inh = -4
CCCCOP(=O)(OCCCC)C1(NS(=O)(=O)c2ccccc2)C=CC(=O)c2ccccc21 (configuration not stated) @ FXIa single inh = -6

Complete entries as entered above. Values in the order: FXIa single inh | FXIIa inh
Shown for O=C(Nc1nnc(Cc2ccc(Cl)cc2)s1)c1ccco1 = 0 | 9
Shown for O=c1c2c3c(sc2ncn1/N=C/c1ccccc1)CCCC3 = 0 | 8
Shown for Cc1cc(N2CCC(C(=O)NC3CCCCC3)CC2)nc(-c2ccccc2)n1 = -1 | -12
Shown for CC(=O)N1c2c(cc(Br)cc2S(=O)(=O)NCc2ccc3c(c2)OCO3)CC1C (configuration not stated) = -8 | 2

An excerpt of these results, with values ahead of the structure.
FXIa single inh,FXIIa inh,smiles
-4,3,CCOc1c(S(=O)(=O)N2CCCC2)ccc(Cl)c1Cl
-8,2,CC(=O)N1c2c(cc(Br)cc2S(=O)(=O)NCc2ccc3c(c2)OCO3)CC1C (configuration not stated)
0,7,Cc1ccc(S(=O)(=O)CCc2ccccn2)cc1
-7,6,O=C(NCCc1ccccc1)C1CCCN(S(=O)(=O)c2cccc3nonc23)C1 (configuration not stated)
-1,9,COCc1nnc(NC(=O)CCSc2ccccc2)s1

(list continues)
SMILES | FXIa single inh | FXIIa inh
COc1cccc(CNC(=O)c2nnn(-c3ccc(OC(F)(F)F)cc3)c2N)c1 | 7 | 5
CC1CCCC(C)N1C(=O)CSCc1ccc(Cl)cc1 (configuration not stated) | 0 | -1
CCCOC(=O)c1c(N)sc2c1CCC2 | 4 | 11
Cc1cc(C(=O)OCC(=O)NC(C)(C)C)c2ccccc2n1 | -7 | 8
COCCn1c(SCC(=O)N2CCCc3ccccc32)nc2c(c1=O)SC(C)C2 (configuration not stated) | 7 | 8
O=S(=O)(Cc1ccccc1)N1CCC(c2nc(-c3cccs3)no2)CC1 | 46* | -10
O=C(CSc1nnc(-c2cccs2)n1-c1cccc(Cl)c1)c1cccc2c1OCCO2 | -7 | 6
Cc1ccc(NS(=O)(=O)c2ccccc2Cl)c2c1CC(C)(C)O2 | -1 | 3
CCCCc1c(C)c(C#N)c2[nH]c3ccccc3n2c1=O | -5 | 4
CCCCN(C)CCCNC(=O)C1CC(=O)N(Cc2ccc(OC)cc2)C1 (configuration not stated) | 7 | 3
COCCNC(=O)Cn1nc(C(F)(F)F)c(Cl)c1C | 2 | 5
O=C(c1cc2sccc2n1Cc1ccc(F)cc1)N1CCN(c2nc3ccccc3s2)CC1 | 2 | 6
COCC(=O)Nc1nc2ccccc2s1 | 4 | 5
CCOP(=O)(OCC)C(C#N)=C1SCN(c2ccc(Cl)cc2)CS1 | -6 | 2
Clc1ccc(-c2csc3ncnc(NCCN4CCOCC4)c23)cc1 | -3 | 0

4 records drawn at random from those above:
SMILES | FXIa single inh | FXIIa inh
CCOP(=O)(OCC)C(C#N)=C1SCN(c2ccc(Cl)cc2)CS1 | -6 | 2
Cc1ccc(NS(=O)(=O)c2ccccc2Cl)c2c1CC(C)(C)O2 | -1 | 3
Clc1ccc(-c2csc3ncnc(NCCN4CCOCC4)c23)cc1 | -3 | 0
O=S(=O)(Cc1ccccc1)N1CCC(c2nc(-c3cccs3)no2)CC1 | 46* | -10

Next part.
SMILES | FXIa single inh | FXIIa inh
Cc1c(CCO)c(=O)n(-c2ccccc2)n1S(=O)(=O)c1ccc(Cl)cc1 | -1 | 0
O=C1CC(c2ccncc2)c2cc3c(cc2N1)OCCO3 (configuration not stated) | -3 | 3
Cc1ccccc1C(=O)Nc1cccc(C#N)c1 | -2 | -10
Cc1cc(NC(=O)CN2CC(C)OC(C)C2)n(-c2nc3ccccc3s2)n1 (configuration not stated) | -9 | 3
O=c1cc(-c2ccccc2)nc(N2CCN(Cc3ccc4c(c3)OCO4)CC2)[nH]1 | 9 | 2
Cn1c(NC(=O)c2ccc(Cl)s2)cc(=O)n(C)c1=O | -7 | 3
C=CCC(NCc1ccccc1)c1ccco1 (configuration not stated) | 1 | 2
CC(NC(=O)c1ccc(-c2cc(C(F)(F)F)ccc2Cl)o1)c1ccccc1 (configuration not stated) | -1 | 8
CCC(=O)NC(c1cccc([N+](=O)[O-])c1)c1c(OC(C)=O)ccc2ccccc12 (configuration not stated) | -1 | 1
c1ccc2c(c1)ccc1nnc(SCc3ccc4c(c3)OCCO4)n12 | 5 | 5
Cn1nc(-c2ccc(OCC(N)=O)cc2)c2ccccc2c1=O | -6 | 3
Cc1ccc2nc(SCC(=O)N3CCOCC3)[nH]c2c1 | 34 | 19
Fc1c(F)c(C(F)(F)F)c(F)c(F)c1N/N=C\c1cccs1 | 15 | -6
CN(CC(=O)NCc1ccncc1)S(=O)(=O)c1ccccc1 | 1 | 4
CCN(CC)CCOC(=O)c1cccc(Cl)c1 | 4 | 27
Cc1ccccc1C(=O)NCc1nnc(SCC(=O)N2CCN(c3ccccc3)CC2)n1C | 2 | 5
Brc1c(CSc2nncn2-c2ccccc2)nc2ncccn12 | -4 | 0
CC(C)(C)NS(=O)(=O)c1ccc(CCC(=O)N2CCCCC2)cc1 | -12 | -12
OC(COCCC12CC3CC(CC(C3)C1)C2)CN1CCCCC1 (configuration not stated) | -12 | -3
O=C(CSc1nc2ccccc2o1)NC(=O)NCc1ccccc1 | -2 | 4
Cc1cc(C)c(NC(=O)CS(=O)CC(=O)NC2CCCc3ccccc32)c(C)c1 (configuration not stated) | 2 | -5
COc1ccc(Cn2nnnc2C(C(C)C)N2CCN(c3ccccc3OC)CC2)cc1 (configuration not stated) | 13 | 3
CC(=O)Nc1sc2c(c1C(c1ccccc1)N1CCOCC1)CCCC2 (configuration not stated) | -4 | 14
O=C1CC(Nc2ccccc2)C(=O)N1Cc1ccccc1 (configuration not stated) | 2 | -2
COc1cccc(CC(NC(C)=O)C(=O)NC2CCN(c3nnnn3-c3ccccc3)CC2)c1 (configuration not stated) | 5 | 9
COc1cccc(-c2nnc3sc(-c4ccco4)nn23)c1 | -1 | 7
O=C(CCC(=O)c1cccs1)Nc1ccc(F)c(F)c1F | -6 | 6
CCCc1nnc(SCC(=O)Nc2ccc(OCC)cc2)n1N | 0 | -14
COc1ncnc2c1cnn2-c1ccccc1 | -7 | -2
Cc1cc(C(=O)CSc2nc(N)cc(=O)[nH]2)c(C)n1CCc1ccc(F)cc1 | 7 | 5
COc1cccc(/C=N/NC(=O)CC2C(=O)NN=C2C)c1O (configuration not stated) | 12 | 6
COc1ccccc1N=C(C)C1=C(O)CSC1=O | 2 | -12
O=C(NCCCN1CCCC1=O)c1cccc(N2CCCC2=O)c1 | 2 | 4
Cc1cc(C(c2ccc(C)o2)c2ccc(C)o2)c(O)c([N+](=O)[O-])c1 | 12 | 4
CCOC(=O)N1CCC(NC(=O)C2CCN(C(=O)N3CC(C)Oc4ccccc43)CC2)CC1 (configuration not stated) | 0 | 6
COc1ccc(CCNC(=O)COC(=O)c2cnc(C)cn2)cc1 | -1 | 5
CCCOc1ccccc1C1C(C(=O)OC)=CN(C(C)C)C=C1C(=O)OC | -9 | -22
O=C(NCc1ccc2c(c1)OCO2)c1ccc(S(=O)(=O)N2CCCCC2)cc1 | 4 | 23
O=C(CSc1nc(-c2ccccc2)c(-c2ccccc2)[nH]1)N1CCN(S(=O)(=O)c2ccccc2)CC1 | 24 | -15
O=CNCCCc1nc2ccccc2n1Cc1ccccc1 | 6 | 4
Cc1[nH]c2ccccc2c1SCC(=O)N1CCCc2ccccc21 | 0 | 5
COc1ccc(-c2n[nH]c(C)c2-c2cnn(-c3ccccc3)c2)c(O)c1C | -5 | 7
O=C(NCCCc1ccccc1)c1ccccc1O | 3 | 10
O=c1[nH]c2ccccc2n1Cc1ccc(Cl)cc1 | 5 | 3
O=S(=O)(NCC(c1cccnc1)N1CCN(c2ccc(F)cc2)CC1)c1ccccc1 (configuration not stated) | -1 | -2
CCOC(=O)c1c(C)oc2c1c(C(c1cccnc1)N1CCCCC1)c(O)c1ccccc12 (configuration not stated) | 11 | 12
CN(Cc1ccccc1)C(=O)Cn1c(=O)oc2cc(S(=O)(=O)NCc3ccccc3)ccc21 | -3 | 7
Cc1ccccc1Cn1cc(NC(=O)c2nc3ncccn3n2)cn1 | 0 | 4
Cc1nnc(NC(=O)CCC(=O)NCc2cccs2)s1 | 0 | 4
Cc1ccccc1C(=O)Nc1nnc(-c2ccc(F)cc2)o1 | 6 | 5
Cc1cccc(C(=O)O/N=C(\N)c2ccc(Br)cc2)c1 | 16 | -13
COc1ccc(-c2cc(C(F)F)n3ncc(C(=O)N4CCCCC4)c3n2)cc1 | 1 | -18
COc1cc(=O)n2c(n1)SCCC2 | 23 | -16
COC(=O)Cn1c2ccc(C)cc2c2nc(C)sc21 | -6 | 6
CCCCCCCCN1C(=O)N(C)C(N(O)C(=O)NC)C1(C)C (configuration not stated) | -7 | 5
CC(C)=C1SC(N2CCN(c3cccc(C(F)(F)F)c3)CC2)=NC1=O | -6 | 7
O=C(Nc1nnc(C2CCCCC2)s1)c1cccs1 | -14 | 4
C=CCNC(=S)NNC(=O)c1ccc(OC(C)C)cc1 | 11 | 3
C=CCc1c(C)nc(C)nc1N/N=C/c1ccccc1O | 21 | -14
COc1cccc(OCc2nc3ccccc3c(=O)n2N)c1 | -4 | 3

(further entries)
SMILES | FXIa single inh | FXIIa inh
COc1ccc(-c2cnn(-c3ccccc3)c2N)cc1OC | -5 | -15
S=C1NC(c2ccccc2)=NCN1c1ccc(Br)cc1 | 9 | 4
COC(=O)/C(=C\Nc1ccc(OC)cc1)NC(=O)c1ccc(Cl)cc1Cl | 2 | 6
O=C(c1ccccc1NS(=O)(=O)c1cccs1)N1CCCC1 | 1 | 6
Cc1ccccc1NC(=O)COC(=O)CN1C(=O)NC(C)(C)C1=O | -11 | 10
O=C(CCN1C(=O)COc2ccccc21)NCCN1CCc2ccccc2C1 | -4 | 4
Cc1ccc(-c2nnc(SCC#CCOC(=O)c3cccs3)o2)cc1 | -8 | 5
COc1cc(NC(=O)c2ccco2)ccc1NC(=O)C(C)C | -3 | 1
Cc1cc(C(=O)CSc2nnc(-c3ccc(F)cc3)o2)c(C)n1CC1CCCO1 (configuration not stated) | 0 | 5
O=C(CSc1nc2cc(Cl)ccc2o1)Nc1ccc(N2CCOCC2)cc1 | -8 | -11
COc1ccc(Cc2nnc(NC(=O)Cn3cnc4c3c(=O)n(C)c(=O)n4C)s2)cc1OC | -1 | 6
CCCN1Cc2cccc(C(=O)Nc3ccc(C)cc3)c2C1=O | -1 | 7
COc1ccccc1N1C(=O)CCC1(C#N)c1ccc(Br)cc1 (configuration not stated) | -6 | 0
CCCC(=O)c1cc2c(cc1NC(=O)c1cccs1)OCCO2 | -3 | 2
COc1ccc(Cl)cc1NC(=O)C(C)Sc1n[nH]c(N)n1 (configuration not stated) | 12 | 4
COc1ccc(S(=O)(=O)Nc2nncs2)cc1 | 1 | 4
CCc1c(C(=O)Nc2ccncc2)csc1C | 1 | 10
COc1cc(Br)cc2cc(C(=O)N3CCN(c4ccccn4)CC3)c(=O)oc12 | -2 | 1
COc1cc(-c2nnc(SCC(=O)Nc3ccc4c(c3)OCCO4)o2)cc(OC)c1OC | -6 | 2
